Screening results (PubChem BioAssay)
cln2 rad14 = NCI yeast anticancer drug screen, S. cerevisiae cln2 rad14 strain | growth inhibition, % at 50 µM | 78,000 compounds, 8.3% hits | AID 165;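 note: 0% = growth of vehicle-only cultures of the same strain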
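Readout is yeast growth inhibition versus vehicle-treated controls, using a strain with cln2 and rad14 alterations exposed to compound.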
mlh1 rad18 = NCI yeast anticancer drug screen, S. cerevisiae mlh1 rad18 strain; growth inhibition, % at 50 µM; 79,000 compounds, 11% hits;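 note: 0% = growth of vehicle-only cultures of the same strain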
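Inhibition values reflect reduced growth of mutant yeast versus vehicle-treated controls following compound exposure; the mutations affect DNA damage repair.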
bub3 = NCI yeast anticancer drug screen, S. cerevisiae bub3 mutant strain; % growth inhibition at 50 µM; 78,000 compounds, 9.9% hits;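 note: 0% = growth of vehicle-only cultures of the same strain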
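Growth of a checkpoint-deficient yeast mutant is measured after compound exposure. Values represent inhibition relative to vehicle.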
mec2-1 = NCI yeast anticancer drug screen, S. cerevisiae mec2-1 strain. growth inhibition, % at 50 µM. 79,000 compounds, 9% hits;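 note: 0% = growth of vehicle-only cultures of the same strain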
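Strain: mec2-1 (DNA repair/cell cycle alteration). Compound exposure, then growth measured; inhibition expressed relative to vehicle.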
sgs1 mgt1 = NCI yeast anticancer drug screen, S. cerevisiae sgs1 mgt1 strain; % growth inhibition at 50 µM; 78,000 compounds, 10% hits; AID 161;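 note: 0% = growth of vehicle-only cultures of the same strain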
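Compounds are added to genetically altered yeast, and growth is compared with cultures given vehicle alone to give percent inhibition.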
rad50 = NCI yeast anticancer drug screen, S. cerevisiae rad50 strain | % growth inhibition at 50 µM | 79,000 compounds, 10% hits;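 note: 0% = growth of vehicle-only cultures of the same strain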
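Genetically altered yeast (DNA repair pathway); compound treatment; growth inhibition vs vehicle ctrl.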
* hit, by the source's call; nt = no result given; & = joins results of further samples. Cut-off read from the data, not from the text of the source: active = growth inhibition above about 70%; inactive = the rest.

SMILES	cln2 rad14	mlh1 rad18	bub3	mec2-1	sgs1 mgt1	rad50
CCC1COC(Nc2cccc3c2CCCC3)=N1 (configuration not stated)	-30	5	18	-7	-9	0
CCOc1cc2c(cc1C(C)c1ccc(Cl)cc1)OCO2 (configuration not stated)	15	-3	2	-3	-8	4
O=C(O)CCc1nc2ccccc2c(=O)n1Cc1ccccc1	-6	10	3	10	-7	11
CCC(CC)C1CC[N-]CC1.CCC(CC)C1CC[N-]CC1.CCC(CC)C1CC[N-]CC1.CCC(CC)C1CC[N-]CC1.N#C[S-].N#C[S-].[Co]	14	30	19	15	3	16
Cc1ccc(NC(=O)NCC2(C)CC(NC(=O)Nc3ccc(C)cc3)CC(C)(C)C2)cc1 (configuration not stated)	6	-9	10	-24	-18	2
CCc1cccc(C)c1NC(=O)C1=C(C)NC(C)=C(C(=O)Nc2c(C)cccc2CC)C1c1ccc2c(c1)OCO2	84*	87*	90*	89*	90*	91*
COC(=O)[C@@H]1CC/C(=C(\C#N)C(=O)OC(C)(C)C)N1	3	14	14	12	12	7
CC(Cc1ccccc1)NC(=O)CCCN1C(=O)c2ccccc2C1=O (configuration not stated)	-38	-5	6	1	-11	-3
O=C1C(=O)c2cccc([N+](=O)[O-])c2-c2ccccc21	98*	99*	99*	99*	99*	99*
COc1ccc2ccccc2c1CN1CCOCCOCCN(Cc2c(OC)ccc3ccccc23)CCOCCOCC1	-28	-29	6	-34	-23	-18
O=C(O)CC(CC(=O)O)CN(CC(=O)O)Cc1ccccc1	-9	16	4	15	-8	10
O=S(=O)(O)Nc1ccc(Cl)cc1	-22	-23	-20	1	-2	-7
Cc1cc(C)c(CSc2cc(N)nc(N)c2N)c(C)c1	6	48	7	9	1	15
COc1cccc2c(=O)c3c(oc12)CCC(C)C3 (configuration not stated)	-36	-9	-15	4	6	-11
CCCC(=O)Oc1ccc2c(c1)Oc1cc(OC(=O)CCC)ccc1C21OC(=O)c2ccccc21	15	5	8	1	12	16
O=c1[nH]c(SCc2c(Cl)c(Cl)c(Cl)c(Cl)c2Cl)nc(=S)[nH]1	43	71*	66	39	93*	54
COc1cc(CCNC2=CC(=O)c3cccnc3C2=O)ccc1O	12	48	4	24	40	36
CCOC(=O)C1=C(C)NC(C)=C(C(=O)OCC)C1c1ccc(Cl)cc1	nt	90*	nt	92*	nt	90*
O=C1c2ccccc2C(=O)c2c1ccc1c2[nH]c2ccccc21	-67	-5	1	-5	4	2
CC(C)c1cc(C(C)C)c(B(c2ccccc2)c2ccccc2)c(C(C)C)c1Br	7	-3	14	-1	1	4
C/C(C/C(C)=N/C(N)=S)=N\C(N)=S	-12	-14	0	-23	-16	-38
Cc1ccc(NC(=O)c2ccncc2)cc1C	9	-20	-10	-28	1	-18
COc1cc(CC2c3cc(OC)c(OC)cc3CCN2C)c(Oc2cc3c(cc2OC)-c2c(O)c(OC)cc4c2C(C3)N(C)CC4)cc1OC (configuration not stated)	7	-36	33	-6	27	28
O=C(/C=C/c1ccccc1)C/C(=N/O)C(=O)NO	0	-18	-13	-13	-13	-7
CCOc1c(N=Nc2ccc(Cl)cc2)c(-c2ccccc2)nn1C(N)=S	93*	93*	92*	95*	94*	93*
OCCc1ccc2ccccc2c1	-9	-1	14	-6	3	4
CCCCCCOC(=O)C(CC)CC	-16	-3	3	5	4	4
COc1ccc2cc(C3CCCC3(C)CC(=O)O)ccc2c1 (configuration not stated)	11	64	4	40	62	57
CCCCCCC(=O)C1C(c2ccc(N(C)C)cc2)CC(=O)C(CCCCC)C1c1ccc(N(C)C)cc1 (configuration not stated)	-63	-26	1	-11	0	-21
C=CCCCCCCCCC(=O)N/N=C/c1cccs1	14	10	15	7	17	22
Nc1c([N+](=O)[O-])cc(F)cc1C(F)(F)F	-15	7	5	-18	4	-6
CC(C)C(=O)C(O)C(C)C (configuration not stated)	-29	-6	2	-27	-24	-8
O=C(NO)c1c(F)c(F)c(C(=O)NO)c(F)c1F	11	2	10	7	4	-2
CCC(/C=C/c1ccccc1)=N\NC(=O)c1ccc(Cl)c(Cl)c1	29	39	16	52	50	32
O=C(O)c1ccccc1/C=N\NC1=NCCCCN1	20	-18	-28	-10	-31	-34
Nc1ccc(CCCCOc2ccccc2)cc1	99*	98*	99*	99*	98*	99*
NC(=S)N1CCCC1	7	19	18	-22	3	-2
O=C(O)COc1ccc([N+](=O)[O-])cc1/C=C1/SC(=S)N(c2ccccc2)C1=O	2	11	-2	10	19	15
Cc1ccc(NC(=O)c2ccc(Cl)cc2)c(C)c1	-5	2	11	6	4	8
CC(=O)N1N(c2ccc([N+](=O)[O-])cc2)C(=O)C1(C)C	10	-14	9	14	11	20
CC(C)CC(C)(O)C(N)=O (configuration not stated)	-22	-5	0	-8	-29	-5
ClCCn1c(CCl)nc2ccccc21	22	32	8	13	28	19
O=C1/C(=C/c2ccccc2Cl)COc2ccccc21	91*	90*	91*	94*	91*	91*
CC(C)CSc1nc2ccc(N=Cc3ccccc3O)cc2s1	-13	-17	9	-6	-11	-29
S=c1sc2c(s1)SCCOCCOCCOCCS2	31	23	22	1	31	29
Nc1nc2c(ncn2Cc2ccc(Cl)c(Cl)c2)c(=O)[nH]1	-10	3	0	-7	-2	-5
Cc1c(F)cccc1C(=O)OCc1ccc([N+](=O)[O-])cc1	-9	8	-2	-22	-2	-5
Cc1cccc(/C=N/Nc2cc(C)nc3ccccc23)n1	54	46	20	38	54	93*
CC1CCCNC1 (configuration not stated)	9&-3	9&6	12&2	13&-24	-1&1	-2&-1
COc1ccc(C(=O)Nc2c(N)ncnc2N)cc1	-4	15	16	74*	35	17
CCC(=O)Oc1ccc(C(OC(=O)CC)OC(=O)CC)cc1OC	-20	8	9	-9	12	-9
C=C1C(=O)OC2C(C)C3C=CC(=O)[C@@]3(C)C(OC(=O)/C(C)=C/C)C1[C@@H]2OC(C)=O (some centres not stated)	79*	87*	90*	88*	88*	80*
Cc1cc(C)nc(NCCCNc2nc(C)cc(C)n2)n1	-9	-21	-15	18	-8	-13
O=C(NC(=O)c1c(F)cccc1F)Nc1nc2ccccc2s1	1	3	13	0	2	-12
CCOC(=O)\C(C#N)=C/C=C(C)/C(C)=C/Nc1ccc([N+](=O)[O-])cc1[N+](=O)[O-]	-5	23	1	8	-18	11
CCN(CC)c1ccc2nc3c4ccccc4c(=N)cc-3oc2c1	-12	9	21	-15	15	-16
Nc1ccn(C2OC(COC(=O)C34CC5CC(CC(C5)C3)C4)C(O)C2O)c(=O)n1 (configuration not stated)	-2	6	-31	0	-36	-14
CC(=O)OC/C=C/CCCOC(C)=O	78*	63	80*	64	84*	78*
N#Cc1c(-c2ccccc2)cc(-c2ccccc2)[nH]c1=O	12	23	4	7	16	19
O=C1CCCC(=O)NNC(=O)NCCCCCCNC(=O)NN1	-19	4	2	3	12	-7

Compound profiles, as listed above. Values in the order: cln2 rad14 | mlh1 rad18 | bub3 | mec2-1 | sgs1 mgt1 | rad50
CC1CCCNC1 (configuration not stated) as listed: 9&-3 | 9&6 | 12&2 | 13&-24 | -1&1 | -2&-1
CC(=O)OC/C=C/CCCOC(C)=O as listed: 78* | 63 | 80* | 64 | 84* | 78*

Next section:
SMILES	cln2 rad14	mlh1 rad18	bub3	mec2-1	sgs1 mgt1	rad50
BrC1CCCCCC1	27	82*	37	35	57	52
Oc1ccc(C(c2cc3c(cc2O)OCO3)N2CCN(C(c3ccc(O)cc3)c3cc4c(cc3O)OCO4)CC2)cc1 (configuration not stated)	22	35	-2	16	21	26
CC(=O)OC(c1ccccc1)C1(c2ccccc2)OCCO1 (configuration not stated)	-33	17	1	8	6	-9
CCCCCCCCCCCCCCCCCCCCCCC	5	-18	-17	-15	-22	-30
c1ccc(-c2cccc(-c3ccccn3)n2)nc1	99*	99*	99*	100*	100*	99*
Clc1ccc2n[nH]nc2c1	-3	6	6	6	4	9
Nc1ccc(C(=O)O)cn1	-35	0	10	-11	30	-20
CCCCCC#CC(=O)OCC	10	16	-12	-1	-6	1
CCC(=O)/C=C/c1cc(OC)c(OC)c(OC)c1	-37	2	-9	-25	-4	7
O=C1N=c2ccc(Br)cc2=C1c1sc(=O)n(Cc2nc3ccccc3[nH]2)c1O	56	89*	9	54	79*	70*
Cc1nnsc1-c1nc2ccccc2[nH]1	20	38	32	2	9	22
CC1C/C(=C\c2ccccc2)C(=O)/C1=C/c1ccccc1 (configuration not stated)	-6	-16	-3	17	7	-4
O=C(c1ccccc1)c1ccc(Oc2ccccc2)cc1	-43	-14	8	-21	-5	-18
CC(=O)Cn1c(=O)oc2ccccc2c1=O	49	10	18	-9	-11	23
CCOC(=O)C1C(c2cc(OC)c(OC)c(OC)c2)c2cc3c(cc2OC1(C)N1CCCC1)OCO3 (configuration not stated)	20	22	2	0	-12	7
C#CCN(Cc1ccc2nc(-c3ccccc3)c(Cl)nc2c1)c1cc(OC)c(OC)c(OC)c1	-23	5	-26	-13	-17	15
Clc1ccc(-c2nnc(-c3ccncc3)o2)c(Cl)c1	-2	16	27	-4	18	18
NC(=S)N/N=C\CC(O)(C(F)(F)F)C(F)(F)F	0	-2	7	-19	-7	-17
NNC(=O)c1ccc(Cl)c(NN)c1	nt	16	nt	-22	nt	-13
CNc1ncnc2c1cnn2C	-18	0	-4	-4	16	-3
CCOC(=O)Cc1cc(C)c2ccccc2n1	-20	7	-9	-6	4	-8
COc1ccc2c(c1)c(COC(C)=O)c(COC(C)=O)c[n+]2[O-]	25	-9	-4	-9	-11	-10
CCCNC(=O)Nc1ccc2c(c1)Cc1cc([N+](=O)[O-])ccc1-2	-42	-14	7	2	-4	-12
CN(C)c1ccc(/C=C(\NC(=O)c2ccccc2)c2nc3ccccc3s2)cc1	97*	97*	95*	97*	98*	97*
CCC(/C=C\C(C)C1CCC2C3CC=C4CC(OS(=O)(=O)c5ccc(C)cc5)CCC4(C)C3CCC12C)C(C)C (configuration not stated)	-6	-32	1	-4	-17	-10
COc1cc2c(cc1C1COc3cc4occc4cc3C1=O)OCO2 (configuration not stated)	7	-26	-4	-34	4	5
O=C(O)CCc1cccc2ccccc12	14	35	3	11	33	30
C1CCN(c2nc(N3CCOCC3)c3[nH]c(N4CCCCC4)nc3n2)CC1	60	36	50	35	46	35
CC(=N\N=C(N)N)/C(N=Nc1ccc(S(N)(=O)=O)cc1)=N\N=C(N)N	-46	21	-1	6	19	-1
Cc1cc(N(CCOS(C)(=O)=O)CCOS(C)(=O)=O)ccc1C=Nc1cc(Br)c(O)c(Br)c1	50	96*	21	73*	84*	82*
Cn1c(=O)n2n(c1=O)C1C=CC2C2C=C(c3ccccc3)C21 (configuration not stated)	2	0	37	-1	-1	-18
COc1ccc(-c2c3c(nc4nc(SCC(=O)c5ccc(Br)cc5)nc(N)c24)CCCC3)cc1OC	-1	10	-17	-17	-28	0
NNc1ccc([N+](=O)[O-])c2[nH][nH]c(=O)c12	11	11	32	6	27	8
NC(N)=Nc1ncccc1[N+](=O)[O-]	-3	6	-7	-2	-9	-2
N#Cc1cnn(-c2ccccc2)c1N	-1	-1	-4	-7	0	26
O=c1nnc(O)c2ccn(O)cc1-2	-40	-7	-9	-19	2	-35
CNC(=O)Nc1cccc(C(=O)O)c1	-51	4	4	-17	-11	0
CCN(CC)C(=O)NS(=O)(=O)c1ccc(C)cc1	-15	-22	-27	-49	-10	-33
CC[n+]1c(COCCOc2ccccc2)sc2cc3c(cc21)OCO3	12	-18	3	-11	0	-23
O=C1/C(=C/c2ccc(C(=O)O)cc2)CNC/C1=C\c1ccc(C(=O)O)cc1	-15	-12	4	-15	-3	-7
CCC(=O)NN1C(=O)c2ccccc2C1=O	-13	-10	-16	-15	-23	-14
COc1cc([C@@H]2C3C(=O)c4ccccc4C3[C@@H](c3cc(OC)c(OC)c(OC)c3)C23Cc2ccccc2C3=O)cc(OC)c1OC (some centres not stated)	5	16	23	-1	-11	-6

Structural class: those above containing two or more sulfur atoms (seven)
SMILES	cln2 rad14	mlh1 rad18	bub3	mec2-1	sgs1 mgt1	rad50
CCC(CC)C1CC[N-]CC1.CCC(CC)C1CC[N-]CC1.CCC(CC)C1CC[N-]CC1.CCC(CC)C1CC[N-]CC1.N#C[S-].N#C[S-].[Co]	14	30	19	15	3	16
O=c1[nH]c(SCc2c(Cl)c(Cl)c(Cl)c(Cl)c2Cl)nc(=S)[nH]1	43	71*	66	39	93*	54
C/C(C/C(C)=N/C(N)=S)=N\C(N)=S	-12	-14	0	-23	-16	-38
O=C(O)COc1ccc([N+](=O)[O-])cc1/C=C1/SC(=S)N(c2ccccc2)C1=O	2	11	-2	10	19	15
CC(C)CSc1nc2ccc(N=Cc3ccccc3O)cc2s1	-13	-17	9	-6	-11	-29
S=c1sc2c(s1)SCCOCCOCCOCCS2	31	23	22	1	31	29
Cc1cc(N(CCOS(C)(=O)=O)CCOS(C)(=O)=O)ccc1C=Nc1cc(Br)c(O)c(Br)c1	50	96*	21	73*	84*	82*
